# ABHD5-PLIN5 inh: inhibitors of human ABHD5-perilipin-5 interaction. AID 602281. Split G. princeps luciferase complementation, luminescence, 4 h. inhibition, % at 4 µM. 360,000 compounds, 0.78% hits. Q00G26+Q8WTS1;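 active = inhibition above the mean inhibition across every tested compound plus 3 SD, cut at about 22% in these data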;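 note: 0% = DMSO only wells and the 100% control is not disclosed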
# N-glyco inh: N-linked glycosylation inhibition; D54 ERlucT glycosylation luciferase reporter, 24 h; percent of 100 nM tunicamycin response; reporter increase, % at 12.5 µM; 360,000 compounds, 0.23% hits;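 active = mean luciferase reporter signal, scaled so untreated is 0 and the glycosylation-blocking control 100, at or above a set limit in every replicate; inconclusive = mean reaches the limit but not every replicate does; inactive = mean below the limit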;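 note: luciferase carries N-glycosylation sites so blocking glycosylation raises the light; 0% = median of neutral control wells and 100% = median of 100 nM tunicamycin wells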
# Vif imaging: blocks HIV Vif function. HEK293T cells, Vif self-association by quenched fluorescence, imaging, 24 h. inhibition, % at 7.49 µM. 340,000 compounds, 0.35% hits. AID 602346; in the data active = inhibition above about 50%, passing the limit was not always enough; inconclusive = no clear call, values can overlap the other calls; inactive = below about 31%; note: some results filed as inactive read as strong as hits
# TLR9-MyD88 block: TLR9-MyD88 interaction inhibition; Q9NR96+Q99836; inhibition, % at 4.98 µM; CHO BLA complementation TLR9-MyD88, CCF4 FRET ratio; 340,000 compounds, 0.21% hits;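 active = inhibition above the mean over all tested compounds plus 3 SD, cut at about 21% in these data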;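 note: 0% = DMSO only wells and 100% = clavulanate BLA inhibitor control wells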
# NOD2-RIPK2 inh: blocks binding of human NOD2 to RIPK2; CHO BLA complementation NOD2-RIPK2, CCF4 ratio; inhibition, % at 4.98 µM; 360,000 compounds, 0.38% hits; AID 624267; in the data active = inhibition above about 21%;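 note: 0% = vehicle only and 100% = reference blocker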
# Target sequence (O43353 whole entry, looked up): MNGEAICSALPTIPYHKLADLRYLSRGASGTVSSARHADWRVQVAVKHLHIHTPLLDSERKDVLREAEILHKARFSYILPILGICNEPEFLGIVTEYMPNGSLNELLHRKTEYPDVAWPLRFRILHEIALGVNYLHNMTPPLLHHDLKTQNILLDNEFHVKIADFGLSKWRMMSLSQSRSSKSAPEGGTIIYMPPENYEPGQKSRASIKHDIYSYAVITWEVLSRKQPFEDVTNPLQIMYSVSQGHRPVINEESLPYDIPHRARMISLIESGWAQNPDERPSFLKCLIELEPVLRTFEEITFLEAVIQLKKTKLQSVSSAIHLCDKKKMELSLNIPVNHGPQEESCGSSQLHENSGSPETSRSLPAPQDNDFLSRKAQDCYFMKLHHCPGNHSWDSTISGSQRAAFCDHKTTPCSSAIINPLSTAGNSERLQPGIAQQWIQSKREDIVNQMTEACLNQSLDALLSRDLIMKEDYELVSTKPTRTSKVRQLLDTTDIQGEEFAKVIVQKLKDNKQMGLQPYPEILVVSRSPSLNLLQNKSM
# ABCB6 inh 2: blocks the human ABCB6 transporter; K562-ABCB6 porphyrin accumulation, flow cytometry, 1 h; stronger effect = lower value; fluorescence ratio to DMSO, % at 10 µM; 360,000 compounds, 0.19% hits;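 active = fluorescence ratio to DMSO below 75%, the collection mean minus 3 SD; inconclusive = too few cells collected in the well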;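 note: signal is porphyrin accumulated inside mitochondria; 100% equals median channel fluorescence of DMSO control wells; lower ratio means ABCB6 inhibition with less porphyrin fluorescence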
# MC4R barr agon: human MC4R agonism via beta-arrestin; P32245; U2OS MC4R beta-arrestin complementation, luminescence; percent of melanotan II response, DMSO zero; activation, % at 8.9 µM; 360,000 compounds, 0.98% hits;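 active = activation above a per-plate cutoff, the mean activation of sample wells on that plate plus 3 SD, cut at about 8% in these data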
# Target sequence (P32245 whole entry, looked up): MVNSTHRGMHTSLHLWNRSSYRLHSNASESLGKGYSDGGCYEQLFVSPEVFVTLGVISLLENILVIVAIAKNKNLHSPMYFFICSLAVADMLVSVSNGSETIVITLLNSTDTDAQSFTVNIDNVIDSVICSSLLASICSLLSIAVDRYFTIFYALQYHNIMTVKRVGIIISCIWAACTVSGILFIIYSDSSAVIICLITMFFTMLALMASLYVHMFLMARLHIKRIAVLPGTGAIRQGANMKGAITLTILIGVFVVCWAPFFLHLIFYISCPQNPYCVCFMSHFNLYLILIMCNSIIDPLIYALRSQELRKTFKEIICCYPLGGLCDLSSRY
# MC4R antagonist: human MC4R antagonism in cAMP assay; P32245; MC4R-expressing cells, MTII-stimulated cAMP, LANCE TR-FRET; inhibition, % at 6.5 µM; 360,000 compounds, 0.48% hits; AID 540295;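 active = inhibition above its plate's cutoff, the mean of tested wells on that plate plus 3 SD, cut at about 29% in these data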;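 note: 0% = Melanotan II alone and 100% = Melanotan II plus saturating MCL0020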
#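 Material: human MC4R-expressing U2OS cells. Probe or stimulus: Melanotan II challenge. Dosing: 6.5 µM single dose. Times: 30-min compound, 1-h challenge, 1-h detection, room temperature. Technique: TR-FRET with Eu-cAMP and labeled anti-cAMP, 671 nm. Replication: singlicate.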
# Granule exo inh: blocks lytic granule exocytosis; TALL-104 LAMP-1 surface exposure, flow cytometry; cells stimulated with thapsigargin and PMA; inhibition, % at 10 µM; 360,000 compounds, 0.66% hits; AID 651702;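 active = inhibition above about 55%, limit read from the data; inconclusive = no clear call, values can overlap the other calls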
# aDG glyco up: increases alpha dystroglycan glycosylation; Pro5-aDG cells, alpha-DG glycosylation AlphaScreen (IIH6); 0% Pro5, 100% B10-LARGE cell signal; activation, % at 10 µM; 360,000 compounds, 0.22% hits; AID 624168;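 active = activation of at least 8% versus controls, or a plate z-score of at least 8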;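 note: Pro5 are CHO cells carrying HIG-tagged alpha-DG that lacks glycosylation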
# * = called active by the depositor; i = inactive; ? = inconclusive; / = not tested or not shown. An excerpt, so the mix of outcomes need not match the whole.
no.	canonical_smiles	ABHD5-PLIN5 inh	N-glyco inh	Vif imaging	TLR9-MyD88 block	NOD2-RIPK2 inh	ABCB6 inh 2	MC4R barr agon	MC4R antagonist	Granule exo inh	aDG glyco up
1	O=C(COc1ccccc1)N1CCN=C1SCc1ccccc1F	-1	-2	-1	-4	5	99	1.1	15	-2	0.0
2	COCCN(CCOC)S(=O)(=O)c1ccc(C(=O)Nc2ccncc2)cc1	-1	1	-3	1	-8	98	-2.2	6	2	-0.1
3	COc1ccc(C2Nc3ccccc3C(=O)N2Cc2ccccc2)cc1 (configuration not stated)	-7	-2	-4	-5	4	102	-1.4	-4	51	0.2
4	COc1ccc(CCc2nc(-c3ccc(-n4cccc4)cc3)no2)cc1	2	-1	-2	-1	-14	96	0.7	4	4	0.1
5	COC(=O)c1ccccc1NC(=O)CN1CCN(Cc2ccccc2)CC1	10	-3	-1	-6	-9	95	-0.1	-4	5	-0.1
6	COc1cc(C)nc(N2CCCC(C(=O)Nc3cccc(Cl)c3C)C2)n1 (configuration not stated)	-1	2	-1	0	-11	84	0.1	7	-4	0.3
7	CCOc1ccc(C2CC(c3ccccc3C)n3nc(N)nc3N2)cc1 (configuration not stated)	5	1	-1	-8	-9	99	-0.3	6	1	0.0
8	CCOc1ccc(/C=N/NC(=O)c2ccccc2O)cc1CN1CC2CC(C1)c1cccc(=O)n1C2 (configuration not stated)	-5	1	7	-2	-10	100	-1.4	9	2	0.1
9	O=Cc1ccc(OCc2cn(CC(=O)c3ccc(O)cc3)nn2)cc1	-2	2	-1	-4	9	95	-0.1	6	-2	2.1
10	C=CCNc1nc(NCCN2CCOCC2)nc(N2CCOCC2)n1	0	3	3	-2	0	100	-3.0	-4	-3	0.0
11	Cc1cc(Br)ccc1NC(=O)CSc1nnc(CN2CCOCC2)n1C	-3	2	8	3	-8	90	-2.0	0	-9	0.0
12	CN(C)c1ccc(C2CC(c3cccc(NS(C)(=O)=O)c3)=NN2C(=O)c2ccccc2)cc1 (configuration not stated)	2	2	2	6	-4	101	-0.1	17	-1	-0.3
13	COC(=O)CSc1nc2cc(C)cc(C)c2cc1C#N	-2	7	/	-8	-4	88	-0.5	7	-2	-0.3
14	O=C(CNC(=O)c1ccccc1F)NC1CC1	0	1	-16	-5	7	91	-0.2	3	-1	-0.1
15	Nc1nc(-c2cccnc2)nn1S(=O)(=O)c1ccccc1	-3	1	-2	3	-9	96	1.4	-1	-4	7.2*
16	O=C(COc1ccc(-n2cnnn2)cc1)Nc1ccc(F)cc1	-6	-2	-2	4	0	97	-2.5	6	-1	-0.4
17	O=[N+]([O-])c1ccc(N2CCN(c3ccccc3F)CC2)nc1	4	-2	-10	-9	2	101	-0.3	11	-2	0.0
18	COc1cccc(CNC(=O)COC(=O)c2nc(Cl)c(Cl)c(Cl)c2Cl)c1	0	17	0	2	17	102	-5.0	-16	8	0.1
19	O=C(Nc1ccccc1)Nc1cccc(NC(=O)Nc2ccccc2)c1F	10	-2	-11	0	1	95	-2.0	5	?	0.2
20	CCc1ccc(-c2cc(C(=O)N/N=C/c3ccccn3)[nH]n2)cc1	-7	3	-2	-2	5	90	-0.4	-5	6	0.7
21	CCOCc1cn(CC(=O)c2ccc([N+](=O)[O-])cc2)c(C)nc1=N	2	8	/	1	2	98	1.2	6	-2	-0.1
22	CN(C(=O)CN1CCN(c2cc(-c3cccc4oc5ccccc5c34)ncn2)CC1)c1ccccc1	-3	4	5	/	8	99	-1.0	11	-2	0.4
23	Cc1cccc(C(=O)NC2CCCCCCC2)c1	1	2	8	0	-5	94	-0.9	8	-8	0.1
24	O=[N+]([O-])c1cccc(S(=O)(=O)NCCc2cn3ccccc3n2)c1	12	1	-4	-2	-6	98	3.6	-3	-2	0.2
25	COc1ccc(S(=O)(=O)Nc2ccc(-c3ccc(N4CCCC4)nn3)cc2)cc1C	-8	0	-6	0	0	97	-2.3	1	-2	0.1

# 11 entries from above, sorted by SMILES length, highest first.
no.	canonical_smiles	ABHD5-PLIN5 inh	N-glyco inh	Vif imaging	TLR9-MyD88 block	NOD2-RIPK2 inh	ABCB6 inh 2	MC4R barr agon	MC4R antagonist	Granule exo inh	aDG glyco up
8	CCOc1ccc(/C=N/NC(=O)c2ccccc2O)cc1CN1CC2CC(C1)c1cccc(=O)n1C2 (configuration not stated)	-5	1	7	-2	-10	100	-1.4	9	2	0.1
22	CN(C(=O)CN1CCN(c2cc(-c3cccc4oc5ccccc5c34)ncn2)CC1)c1ccccc1	-3	4	5	/	8	99	-1.0	11	-2	0.4
25	COc1ccc(S(=O)(=O)Nc2ccc(-c3ccc(N4CCCC4)nn3)cc2)cc1C	-8	0	-6	0	0	97	-2.3	1	-2	0.1
18	COc1cccc(CNC(=O)COC(=O)c2nc(Cl)c(Cl)c(Cl)c2Cl)c1	0	17	0	2	17	102	-5.0	-16	8	0.1
6	COc1cc(C)nc(N2CCCC(C(=O)Nc3cccc(Cl)c3C)C2)n1 (configuration not stated)	-1	2	-1	0	-11	84	0.1	7	-4	0.3
5	COC(=O)c1ccccc1NC(=O)CN1CCN(Cc2ccccc2)CC1	10	-3	-1	-6	-9	95	-0.1	-4	5	-0.1
7	CCOc1ccc(C2CC(c3ccccc3C)n3nc(N)nc3N2)cc1 (configuration not stated)	5	1	-1	-8	-9	99	-0.3	6	1	0.0
3	COc1ccc(C2Nc3ccccc3C(=O)N2Cc2ccccc2)cc1 (configuration not stated)	-7	-2	-4	-5	4	102	-1.4	-4	51	0.2
10	C=CCNc1nc(NCCN2CCOCC2)nc(N2CCOCC2)n1	0	3	3	-2	0	100	-3.0	-4	-3	0.0
13	COC(=O)CSc1nc2cc(C)cc(C)c2cc1C#N	-2	7	/	-8	-4	88	-0.5	7	-2	-0.3
23	Cc1cccc(C(=O)NC2CCCCCCC2)c1	1	2	8	0	-5	94	-0.9	8	-8	0.1

# (continued)
no.	canonical_smiles	ABHD5-PLIN5 inh	N-glyco inh	Vif imaging	TLR9-MyD88 block	NOD2-RIPK2 inh	ABCB6 inh 2	MC4R barr agon	MC4R antagonist	Granule exo inh	aDG glyco up
26	Cc1ccc(S(=O)(=O)Nc2c(O)c3ccccc3oc2=O)cc1C	-6	-1	33	0	-13	93	-0.3	1	2	-0.1
27	CSc1ccc(-c2nc(CN3CCCCC3c3cccnc3)c(C)o2)cc1 (configuration not stated)	-2	0	-12	0	5	97	0.5	6	-3	1.2
28	Cn1cc(/C=C/C(=O)N2CCCC(C(=O)c3cccc4ccccc34)C2)cn1 (configuration not stated)	-1	0	2	1	-5	97	-2.7	0	3	0.0
29	O=C(c1ccc(Cn2c(=S)[nH]c3ccc(Br)cc3c2=O)cc1)N1CCN(C2CCCCC2)CC1	1	-3	-9	-9	4	102	3.9	23	15	-0.2
30	COc1cccc(NC(=O)CC2C(=O)NC3CCCCC3N2C(=O)c2ccc(F)cc2)c1 (configuration not stated)	6	0	0	1	-2	103	-1.3	2	4	-0.2
31	O=C(c1ccc([N+](=O)[O-])cc1)N1CCSC1c1ccccc1 (configuration not stated)	-1	-2	5	-5	-2	112	-0.9	15	-4	-0.2
32	Cc1nn(-c2ccc(N3CCOCC3)nn2)c(C)c1CCC(=O)NCc1ccccc1	4	0	0	0	6	101	-0.3	3	1	-0.4
33	CC1CN(c2cc(=O)n(-c3ccccc3)c(=O)[nH]2)CC(C)O1 (configuration not stated)	36*	1	-8	13	2	97	-1.2	0	-5	0.1
34	O=C(CN1C(=O)NC2(CCCc3ccccc32)C1=O)NC1CCCCC1 (configuration not stated)	2	0	2	-3	3	100	-1.0	8	-2	0.0
35	Cc1nn2c(N3CCCC3)cc(C(C)C)nc2c1-c1ccccc1	-2	1	5	0	-11	95	-1.3	14	5	2.0
36	COCCNC(=O)NC12CC3(C)CC(C)(CC(C)(C3)C1)C2	-5	2	-2	11	-2	91	-1.5	8	2	0.1
37	CCc1nn(CC(=O)NCCCc2ccccc2)c(=O)c2cc3c(OC)cccc3n12	-3	1	-6	6	6	104	-1.5	2	-3	0.5
38	O=C(c1ccc(NS(=O)(=O)c2ccc3[nH]c(=O)[nH]c3c2)cc1)N1CCCC(C(F)(F)F)C1 (configuration not stated)	-4	0	-5	1	-4	102	-2.7	-3	0	0.1
39	Cc1cc(=O)[nH]c2nnc(-c3ccc(Br)cc3)n12	-4	-3	-7	9	4	89	0.0	1	-12	0.1
40	CC(C(=O)N1CC2(C)CC1CC(C)(C)C2)N1C(=O)c2ccccc2C1=O (configuration not stated)	-2	2	-6	7	0	98	-0.6	1	-4	-0.3
41	C=C[C@@H]1c2ccccc2N(S(=O)(=O)c2ccc(C)cc2)[C@H](c2ccccc2C(F)(F)F)C1(C#N)C#N	0	-11	-3	1	-18	97	0.0	2	2	0.1
42	CC(C)CC[n+]1ccccc1/C=C/c1ccc(N(C)C)cc1	5	-2	i	0	2	i	-2.3	-11	9	0.4
43	COc1ccc(C(=O)COc2ccc(C(C)=O)cc2OC)cc1OC	4	3	-4	-8	-8	100	-1.8	0	1	0.1
44	Cc1ccc(NC(=O)C2CCN(S(=O)(=O)c3c(C)n[nH]c3C)CC2)nc1	3	0	2	-3	-1	97	-1.0	1	-1	-0.3
45	O=C(OCCN=C1NS(=O)(=O)c2ccccc21)c1cccs1	5	-1	-3	0	6	98	-2.2	7	0	0.1
46	O=C(Cn1ncc2c1-c1ccccc1OC2)N(Cc1ccco1)C1CCCCC1	3	-2	-9	-4	3	99	0.8	7	1	0.2
47	CCc1nnc(NC(=O)C(c2ccccc2)c2ccccc2)s1	-7	1	-6	-5	12	101	5.2	24	-8	0.0
48	O=C(c1cc2nc(-c3ccccc3)cc(C(F)(F)F)n2n1)N1CCOCC1	-4	0	-1	-10	-1	97	3.3	1	-1	0.1
49	Brc1ccccc1OCCCN1CCCCCC1	2	2	-3	-7	-5	101	1.5	12	5	0.8
50	CCC(=O)N1CCc2cc(S(=O)(=O)CCC(=O)NCc3ccc(OC)cc3)ccc21	4	0	-4	-2	17	98	-0.4	4	-1	-0.2
51	O=c1c2ccccc2nc(/C=C/c2cccc([N+](=O)[O-])c2)n1CCO	0	-4	-1	-9	-2	103	-2.2	-7	-1	-0.1
52	CN(C)S(=O)(=O)c1cccc(COC(=O)CN2C(=O)NC3(CCCC3)C2=O)c1	-6	0	/	5	-16	91	-1.8	-1	0	-0.6

# High-throughput results deposited in PubChem BioAssay by several laboratories.
